Bioassay records: PubChem BioAssay, The Scripps Research Institute Molecular Screening Center
OXTR agonist = human OXTR agonists, primary screen, fluorescence, CHO-OTR cells, Fluo-8 calcium; activation, % at 3 µM; AID 2435, 2010; Oxytocin receptor (Homo sapiens), P30559; Fluo-8 calcium fluorescence; normalized: DMSO 0%, oxytocin 100%; hit rate 0.32% among 320,000;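 active = activation above the mean of all tested compounds plus 3 SD, cutoff set per screening run, cut at about 20% in these data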;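 also: peak over basal fluorescence ratio from a 100 s FLIPR kinetic read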
Target sequence (P30559 whole entry, looked up): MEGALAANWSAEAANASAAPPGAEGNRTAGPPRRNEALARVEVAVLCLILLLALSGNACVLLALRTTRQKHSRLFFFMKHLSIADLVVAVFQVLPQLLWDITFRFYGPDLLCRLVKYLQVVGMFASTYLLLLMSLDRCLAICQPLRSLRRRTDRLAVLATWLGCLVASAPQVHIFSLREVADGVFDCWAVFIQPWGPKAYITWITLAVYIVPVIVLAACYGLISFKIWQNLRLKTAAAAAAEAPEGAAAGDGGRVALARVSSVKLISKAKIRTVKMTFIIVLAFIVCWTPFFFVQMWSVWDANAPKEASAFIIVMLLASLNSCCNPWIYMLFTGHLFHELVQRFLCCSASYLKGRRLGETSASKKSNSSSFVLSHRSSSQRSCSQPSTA
An asterisk follows results filed as active. The list is partial; count on the stated rates, not on these rows.

SMILES | OXTR agonist
O=C(COC(=O)CC1CCCC1)Nc1ccc(Br)cc1F | -1.9
CC(C)(CNC(=O)CCNC(=O)c1ccc(Br)cc1)N1CCOCC1 | -0.8
CCn1c(C)cc(C(=O)CSc2nnnn2C2CCCC2)c1C | -1.6
CCN(CC)CCn1c2c(c(SCC(=O)NCc3ccccc3)nc1=O)CCCC2 | -0.9
COc1cc(Cl)c(C)cc1NC(=O)CN1CCN(C(=O)C2CC2)CC1 | 3.2
CC1=C(C(=O)OCCOC(C)C)C(c2cccc3ccccc23)NC(=O)N1 (stereo not given) | -1.6
CCOc1ccc(N(C)S(=O)(=O)c2ccc(C)c(C(=O)Nc3nnc(C4CC4)s3)c2)cc1 | 2.3
CCOC(=O)C1CCCN(C(=O)c2cc(S(=O)(=O)N3CCCCCC3)ccc2OC)C1 (stereo not given) | -0.8
CC1=NNC(=O)C1Cc1ccccc1 (stereo not given) | 0.4
CCCCN1C(=O)C(=O)N(CC(=O)N2CCN(c3ccccc3)CC2)C1=O | 0.4
CCOc1ccc(CCNC(=O)COC(=O)/C=C/c2ccc(OC(F)F)c(OC)c2)cc1OCC | -1.6
CN(CC(=O)Nc1ccc(N2CCOCC2)cc1)C(=O)Cc1ccccc1 | -1.0
Cc1cc(Nc2ccccc2Cl)c2ccccc2n1 | 5.7
Cc1ccc(OCCC(=O)OCC(=O)Nc2ccc3c(c2)OCO3)cc1 | -2.1
C[C@@H]1CCC(=O)N(CC[C@H](Sc2ccc(Br)cc2)c2ccccc2)CC1 | 0.9
CC(C)(C)OC(=O)C[C@@H]1C/C=C\C[C@H](CC(=O)NCCO)C(=O)NC[C@@H](c2ccccc2)OC1=O | 0.5
O=[N+]([O-])c1ccc(S(=O)(=O)NCC(c2ccco2)N2CCc3ccccc3C2)cc1 (stereo not given) | -0.2
COc1cccc(OCC(=O)N2CCC3(CC2)CC(=O)c2ccccc2O3)c1 | -0.5
O=C(COC(=O)CNC(=O)c1cccc(OC(F)F)c1)NCc1ccc2c(c1)OCO2 | -1.4
CC1(C)NC(=O)N(CC(=O)N2CCN(c3ccc([N+](=O)[O-])cc3)CC2)C1=O | -0.3
COc1ccc2sc(N(CCCN(C)C)C(=O)c3ccc(S(=O)(=O)N(C)C4CCCCC4)cc3)nc2c1 | 6.6
O=C(N[C@H]1C/C=C\C[C@@H](CC(=O)N(CCO)Cc2ccccc2)C(=O)N2CCC[C@H]2COC1=O)OCC1c2ccccc2-c2ccccc21 | -1.8
CN(C)S(=O)(=O)c1cccc(NC(=O)COC(=O)c2ccc3ccccc3n2)c1 | 1.0
CSc1ncccc1C(=O)OCC(=O)c1ccc(S(=O)(=O)N2CCCCC2)cc1 | -1.4
N#CC1(NC(=O)CSc2n[nH]c(-c3ccccc3)n2)CCCCC1 | 0.4
COc1cccc(C(=O)OCC(=O)Nc2cc(C)on2)c1OC | 0.3
COc1cccc(CN2CCN(S(=O)(=O)c3ccccc3)CC2)c1OC | 0.1
CC(C)CN(C(=O)CCNC(=O)c1ccc(Cl)cc1)c1c(N)n(CC(C)C)c(=O)[nH]c1=O | 0.7
COc1ccc(OCCC(=O)OCC(=O)Nc2cccc(S(=O)(=O)N3CCCCC3)c2)cc1 | 11.8
CCn1nc(C(=O)NNS(=O)(=O)c2ccc(C)cc2)c2ccccc2c1=O | -1.3
O=C(COc1ccc(Cl)cc1)OCC(=O)c1ccc[nH]1 | -1.4
COc1ccc(C(=O)COC(=O)Cn2cnc3ccccc3c2=O)c(OC)c1 | 1.5
C=CCn1c(SCC(=O)Nc2cccc(S(N)(=O)=O)c2)nnc1C1CCCCC1 | 1.4
COc1cccc(NC(=O)C(=O)NCCC2CCCCN2S(=O)(=O)c2ccccc2)c1 (stereo not given) | -1.1
Cc1ccc(C)c(-n2sc3ccc(F)cc3c2=O)c1 | 17.4
Cc1ccc([C@@H]2CC=C(C(=O)O)[C@H](c3ccccc3)N2S(=O)(=O)c2ccccc2C)cc1 | -1.0

Some of these compounds in order of SMILES length, descending.
SMILES | OXTR agonist
CC(C)CN(C(=O)CCNC(=O)c1ccc(Cl)cc1)c1c(N)n(CC(C)C)c(=O)[nH]c1=O | 0.7
COc1cccc(NC(=O)C(=O)NCCC2CCCCN2S(=O)(=O)c2ccccc2)c1 (stereo not given) | -1.1
CCn1nc(C(=O)NNS(=O)(=O)c2ccc(C)cc2)c2ccccc2c1=O | -1.3
COc1cccc(CN2CCN(S(=O)(=O)c3ccccc3)CC2)c1OC | 0.1
O=C(COc1ccc(Cl)cc1)OCC(=O)c1ccc[nH]1 | -1.4
Cc1ccc(C)c(-n2sc3ccc(F)cc3c2=O)c1 | 17.4

New compounds follow.
SMILES | OXTR agonist
CN1C[C@@H]2[C@@H]3C(=O)N(Cc4ccccc4)C(=O)[C@@H]3[C@](C)(C1=O)N2C(=O)c1ccc(Cl)cc1 | 1.2
CC[C@@]1(C(=O)OC)N[C@H](CN(C)C(=O)c2ccc(C)cc2)[C@@H]2C(=O)N(Cc3ccccc3)C(=O)[C@@H]21 | -1.1
CN(c1ccc(OC(=O)CC2OC(=O)c3ccccc32)cc1)S(=O)(=O)c1ccccc1 (stereo not given) | 5.2
Cc1ccnc(NC(=O)c2ccc(C(=O)c3ccccc3)cc2)c1 | -2.5
N#CC1(NC(=O)CSc2ccccn2)CCCCC1 | 1.8
CC(C)CC1NC(=O)c2cc(Cl)ccc2-n2c1nc1ccc(F)cc1c2=O (stereo not given) | -2.4
Cc1n[nH]c(=O)c2c(NC(=O)CSc3ccccc3Cl)oc(C)c12 | 0.3
Cc1ccc(N(CCC(=O)N2CCOCC2)S(=O)(=O)c2ccccc2)cc1 | -1.6
CCN(CC(=O)Nc1ccccc1OC)C(=O)c1cc(-c2ccccc2)nn1-c1ccccc1 | -2.2
CN(CC(=O)Nc1ccc(F)cc1)C(=O)Cn1c(=O)oc2ccccc21 | 0.5
CCN1C(=O)[C@H]2[C@@H](c3ccc(-c4ccc(OC)cc4)c(OC)c3)N3CCCC[C@@]3(C(=O)OC)[C@H]2C1=O | -0.1
O=C(CC1SC(N2CCOCC2)=NC1=O)Nc1ccccc1F (stereo not given) | 1.9
Cc1cc(C)c(S(=O)(=O)NCCSCc2ccco2)c(C)c1 | -1.2
COc1ccccc1NS(=O)(=O)c1ccc(C)c(C(=O)NCC2(N(C)C)CCCCC2)c1 | 0.2
Nc1ncnc2c1ncn2[C@@H]1O[C@H](CNCc2ccc(OCC(=O)Nc3ccccn3)cc2)[C@@H](O)[C@H]1O | 0.6
Cc1cccc(NC(=O)CSCC(=O)N2CCN(c3cccc(C(F)(F)F)c3)CC2)c1 | 2.0
COc1ccccc1CCNC(=O)C(=O)Nc1cc2c3c(c1)CC(=O)N3CCC2 | -1.2
C=CCn1c(SCC(=O)c2ccc(O)c(O)c2)nnc1-c1cccc(OC)c1 | 1.5
Cn1ccc(NS(=O)(=O)c2cc(Br)ccc2Br)n1 | -0.2
Cc1ccccc1-c1cc(C(=O)NCc2cccs2)n(CC2CC(c3cccnc3)=NO2)n1 (stereo not given) | -0.8
COc1ccc(-c2ccc3c(c2)S(=O)(=O)c2cccc(C(=O)NC[C@@H]4CCCO4)c2C3=O)cc1OC | 0.7
COc1cc(C(=O)N2CCC(C(N)=O)CC2)ccc1OCc1c(C)noc1C | 1.2
O=C(CCNC(=O)c1ccc(Cl)cc1)NCc1ccco1 | -0.3
CN(CC(=O)Nc1ccc(F)cc1)C(=O)COC(=O)C1=COCCO1 | 1.1
CC(C)(C)N1C(=O)[C@H]2[C@@H](c3ccc(Br)cc3)N3C(=O)N(c4cccc(F)c4)C(=O)[C@@]3(Cc3ccccc3)[C@H]2C1=O | -0.9
CC1CCCN(CC(O)COc2ccc(S(=O)(=O)N3CCCC3)cc2[N+](=O)[O-])C1 (stereo not given) | -0.1
CN(C(=O)Cn1nc(C(=O)O)c2ccccc2c1=O)C1CCCCC1 | -0.4
O=C(NCC(=O)N1CCN(c2ncccn2)CC1)c1ccccc1F | 1.9
CCOC(=O)[C@H]1[C@H]2COc3ccc(C)cc3[C@@H]2N2C(=O)c3cc(F)c(F)cc3NC(=O)[C@@]12C | -0.9
Cc1ccc(OCCC(=O)OCC(=O)N2CCN(S(=O)(=O)c3ccc(Cl)cc3)CC2)cc1 | 12.1
Cc1cnc(NC(=O)c2ccc(-c3ccc([N+](=O)[O-])cc3)o2)s1 | -1.1
CCN1/C(=c2/s/c(=C3/C(=O)N(c4ccccc4)N=C3C)n(CC)c2=O)C=Cc2ccccc21 | 0.0
CCCN(CC(=O)Nc1cc(C)on1)CC(=O)Nc1ccccc1C | 0.9
c1ccc(Sc2ccccc2CN2CCCC2)cc1 | -0.2
O=C(COC(=O)COc1ccccc1)NC12CC3CC(CC(C3)C1)C2 | -1.2
C=CC[C@@H](CC(=O)NCCO)C(=O)N[C@H](C)COC(=O)[C@@H](CC=C)CC(=O)OC(C)(C)C | 0.9

Brought forward from above: two entries, followed by the next part.
SMILES | OXTR agonist
O=C(COC(=O)COc1ccccc1)NC12CC3CC(CC(C3)C1)C2 | -1.2
C=CC[C@@H](CC(=O)NCCO)C(=O)N[C@H](C)COC(=O)[C@@H](CC=C)CC(=O)OC(C)(C)C | 0.9
CCOC(=O)C1=C(COC(=O)c2cccnc2Cl)NC(=O)NC1C (stereo not given) | 0.3
Cc1ccc(S(=O)(=O)N2[C@@H](c3ccc(C(C)(C)C)cc3)C(C(=O)O)=CC[C@H]2c2cccc(Cl)c2)cc1 | -0.7
Nc1ccc(-n2nc3ccccc3n2)cc1 | 2.9
Cc1nn(-c2ccccc2)nc1C(=O)OCC(=O)N1CCC(C)CC1 | -1.8
CCOc1ccc(C(=O)NCC(=O)N2CCCCCCC2)cc1OCC | -0.5
O=C1CN(C(=O)COC(=O)[C@@H]2CC(O)CN2S(=O)(=O)c2ccc(Cl)cc2)c2ccccc2N1 (stereo not given in full) | 1.1
COc1ccc(NC(=O)COc2ccccc2C)cc1S(=O)(=O)N1CCCCC1 | 0.1
CCC/C(C#Cc1ccc(N(C)C)cc1)=C1/c2ccccc2C(=O)N1c1ccccc1 | 9.1
O=C(Nc1cc([N+](=O)[O-])ccc1O)NC1CCS(=O)(=O)C1 (stereo not given) | 1.2
COc1ccccc1NS(=O)(=O)c1cc(C(=O)NCc2cccnc2)ccc1C | 0.3
COc1cccc(CNC(=O)c2ccc(NC(=O)CC3SC(N4CCCC4)=NC3=O)cc2)c1 (stereo not given) | -0.7
Cc1ccc(C(CNS(=O)(=O)c2ccccc2)N2CCN(C)CC2)cc1 (stereo not given) | 0.1

4 successive entries from above:
SMILES | OXTR agonist
C=CCn1c(SCC(=O)Nc2cccc(S(N)(=O)=O)c2)nnc1C1CCCCC1 | 1.4
COc1cccc(NC(=O)C(=O)NCCC2CCCCN2S(=O)(=O)c2ccccc2)c1 (stereo not given) | -1.1
Cc1ccc(C)c(-n2sc3ccc(F)cc3c2=O)c1 | 17.4
Cc1ccc([C@@H]2CC=C(C(=O)O)[C@H](c3ccccc3)N2S(=O)(=O)c2ccccc2C)cc1 | -1.0

(further entries)
SMILES | OXTR agonist
COc1ccc(C(=O)NCC(=O)OCC(=O)Nc2ncc(Cl)cc2Cl)cc1[N+](=O)[O-] | -1.0
COc1cccc(NC(=O)c2cc(-c3ccccn3)nc3ccccc23)c1 | -1.3
COc1ccc(C(CNC(=O)COc2ccccc2)N2CCOCC2)cc1 (stereo not given) | -0.9
COC(=O)c1ccccc1S(=O)(=O)N1CCC(C(=O)NC2CCCCC2C)CC1 (stereo not given) | -0.5
COc1cc(NC(=O)CN2C(=O)c3ccccc3S2(=O)=O)cc(OC)c1 | 1.1
COc1ccc(OC)c(NC(=O)COC(=O)CCc2ccc(S(=O)(=O)N3CCOCC3)cc2)c1 | 2.9
COc1ccc(CN2C(=O)C(CC(C)C)Nc3ncnc(N4CCCCC4)c32)cc1 (stereo not given) | -1.9
CC1O[C@@H](O[C@H](C)CC[C@@H](C)O)C(O)C[C@H]1O (stereo not given in full) | 0.2
COC(=O)[C@]1(Cc2ccccc2)N[C@H](CN(C)S(=O)(=O)c2ccc(C(F)(F)F)cc2)[C@@H]2C(=O)N(Cc3ccccc3)C(=O)[C@@H]21 | 2.0
COc1ccc(S(=O)(=O)N2CCCC2CNC(=O)C(=O)NCc2ccc3c(c2)OCO3)cc1 (stereo not given) | -1.1
O=C(CCN1C(=O)CSc2ccccc21)Nc1cccc(C(F)(F)F)c1 | -0.9
COc1ccc(NC(=O)CSc2nc3[nH]ncc3c(=O)[nH]2)c(OC)c1 | 1.0
C#CCOCCOCCOCCNc1nc(N2CCN(C(=O)CCCCCCCCCCNC(=O)[C@@H](CCC(=O)O)n3cc(CCCCCN)nn3)CC2)nc(N2CCN(C(=O)CCCCCCCCCCNC(=O)[C@@H](CCC(=O)O)n3cc(CCCCCN)nn3)CC2)n1 | 0.5
CCC(=O)c1ccc(OCC(=O)N(Cc2nnc(-c3ccccc3Cl)o2)C2CC2)cc1 | -2.0
COc1ccc(-c2coc3cc(O)c(OC)cc3c2=O)cc1 | -0.7
COc1cc(CC(=O)OCC(=O)NCc2cccs2)cc(OC)c1OC | 2.5
Cc1csc(NC(=O)Cc2ccc(Cl)cc2)n1 | -0.2
CC(OC(=O)CNC(=O)c1sc2ccccc2c1Cl)c1ccccc1 (stereo not given) | -0.6
COc1cc(NC(=O)c2c(-c3ccccc3Cl)noc2C)c2ncccc2c1 | 0.1
Cc1ccc(SCC(=O)OC(C)C(=O)NCc2ccccc2)cc1C (stereo not given) | -2.6
CCOc1ccc(/C=N/NC(=O)c2ccccc2C)cc1CN1CC2CC(C1)c1cccc(=O)n1C2 (stereo not given) | -2.4
OCC[C@H]1C[C@H](O)[C@@H](O)[C@@]2(Cc3ccccc3CO2)O1 | 0.4
Cc1cccc(NC(=O)C2CC(=O)N(c3ccc4c(c3)OCCO4)C2)n1 (stereo not given) | 0.8
CC1(C)CC(NC(=O)C2CCN(S(=O)(=O)c3cccc(C(F)(F)F)c3)CC2)CC(C)(C)N1 | 0.7
COC(=O)C1SCCN1S(=O)(=O)c1ccc(Cl)cc1 (stereo not given) | -2.0
O=C(COC(=O)COc1ccccc1)NC1CCS(=O)(=O)C1 (stereo not given) | 1.4
CC1(C)O[C@@H]2[C@H](O1)[C@@H](COS(=O)(=O)O)O[C@H]2n1cnc2c(=O)[nH]cnc21 | 0.6
